# Compound activity (PubChem BioAssay)
# KOR beta-arrestin-1 – kappa opioid receptor blockers – cell-based, luminescence, uHTS (AID 1778). KOR beta-arrestin recruitment, luminescence, antagonist mode; higher % means a stronger effect. inhibition, % at 10 µM; hits with a dose series show IC50 in µM. 0.091% of 290,000 active; note: strong numbers were not always called active
# NOD1 inhibition – inhibition of NOD1-driven NF-kB reporter – cell-based, luminescence, uHTS, primary screen (AID 1578). 1% of 290,000 active. NOD1-driven NF-kB luciferase reporter cells, luminescence; higher % means a stronger effect. one-dose inhibition, % at 4 µM; EC50 in µM for titrated hits; in the data active = inhibition mostly above about 36%, no sharp cut-off; inactive = mostly below about 34%;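 note: HEK-293T reporter cells stimulated with the NOD1 agonist gamma-tri-DAP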
# GPR55 beta-arrestin – GPR55 agonists via beta-arrestin recruitment, primary screen, imaging, U2OS cells, beta-arrestin-GFP redistribution (AID 1961). 0.048% of 290,000 active. U2OS GPR55 beta-arrestin-GFP redistribution imaging; higher % means a stronger effect. activation, % at 10 µM, or EC50 in µM where a hit was titrated;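 active = activation above 40% with more than 50 cells counted in the well; inconclusive = wells holding fewer than 50 cells, flagged as toxic or sparse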;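 note: U2OS osteosarcoma cells stably expressing GPR55 and beta-arrestin-GFP; plate controls were DMSO negative control for no effect and LPI positive control for full effect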
# HEK293 NOD2/NF-kB – inhibition of NOD2-driven NF-kB reporter – cell-based, luminescence, uHTS, HEK293 (AID 1566). HEK293 NOD2/NF-kB luciferase reporter, luminescence; higher % means a stronger effect. inhibition, % at 4 µM, or EC50 in µM where a hit was titrated. 0.63% of 290,000 active; note: many of its hits are not listed in these tables
# NTR1 agonist – NTR1-driven beta-arrestin-GFP spot formation – imaging, U2OS cells, high content, primary screen (AID 493036) | activation, % at 20 µM | agonist mode | 0.17% of 330,000 active;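 active = activation at or above 40% of the spot to cytoplasm intensity ratio, with at least 20 cells analyzed; inconclusive = wells under 20 cells, flagged as cytotoxic or low count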;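 note: 0% = DMSO without peptide and 100% = 100 nM NTR1 peptide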
# Target sequence (P30989 whole entry, looked up): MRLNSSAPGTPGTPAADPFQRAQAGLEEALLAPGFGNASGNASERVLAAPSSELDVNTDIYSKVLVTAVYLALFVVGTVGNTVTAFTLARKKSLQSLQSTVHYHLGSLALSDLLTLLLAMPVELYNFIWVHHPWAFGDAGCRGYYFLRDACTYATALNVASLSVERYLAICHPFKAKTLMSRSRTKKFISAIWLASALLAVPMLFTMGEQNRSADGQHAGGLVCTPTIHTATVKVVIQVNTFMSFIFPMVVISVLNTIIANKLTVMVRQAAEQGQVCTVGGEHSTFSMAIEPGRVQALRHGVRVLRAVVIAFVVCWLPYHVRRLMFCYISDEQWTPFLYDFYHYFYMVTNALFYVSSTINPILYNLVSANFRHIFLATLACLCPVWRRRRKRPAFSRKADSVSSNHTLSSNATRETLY
# KOR beta-arrestin-2 – kappa opioid receptor activators – cell-based, luminescence, uHTS, primary screen (AID 1777); 0.02% of 280,000 active; one-dose activation, % at 10 µM; EC50 in µM for titrated hits; KOR beta-arrestin recruitment, luminescence; higher % means a stronger effect; in the data active = activation above about 50%, passing the limit was not always enough; note: a part of the inactive calls stands beside numbers as strong as those of hits
# T cell modulator – modulates CD8 T cell binding to vesicles | 2C CD8+ T cell-vesicle binding, flow cytometry; active compounds read low | calls only at 7 µM | 0.068% of 330,000 active | AID 2052;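 active = response, share of CD8 T cells binding vesicles, and their 90th percentile fluorescence all below set limits, cut at about 80% in these data, passing the limit was not always enough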
#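 incubation = binding step 1.5 h, 37 °C, antibody labelling 20 min, ice | test system = 2C mouse CD8+ T cells | read-out basis = percent CD8+ FL2 mean versus row control | controls = Peptide-free naked vesicles (low) and QL9 vesicles with 0.7% DMSO vehicle (high) | detection = flow cytometry of vesicle-bound cells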
# Myeloid diff 2 – compounds promoting myeloid differentiation; ER-HoxA9 myeloid progenitors, lysozyme-GFP differentiation, flow cytometry; calls only at 10 µM; 1% of 360,000 active;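 active = normalized GFP-positive differentiation at or above the plate's own cutoff, the solvent-only control mean plus 3 SD; inconclusive = no clear call, values can overlap the other calls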;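 note: cells exposed to compound for four days before flow analysis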
# GPR55 antagonists – inhibition of LPI-stimulated GPR55 beta-arrestin translocation – imaging, U2OS, beta-arrestin-GFP, LPI agonist, primary screen (AID 2013). U2OS GPR55 beta-arrestin-GFP translocation imaging, LPI antagonism; higher % means a stronger effect. inhibition, % at 10 µM, or IC50 in µM where a hit was titrated. 0.13% of 290,000 active;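 active = spots per cell inhibited over 60%, with over 100 cells counted and total cytoplasm intensity under 500,000; inconclusive = wells with under 100 cells, flagged as likely toxic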;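 note: U2OS cells stably carrying GPR55 and arrestin-GFP stimulated by 5 µM LPI near EC80; imaged beta-arrestin-GFP aggregate spots per cell after agonist stimulation; plate controls were LPI-stimulated DMSO wells for no effect and DMSO wells without LPI for full effect; some results filed as inactive read as strong as hits; confirmed hits need IC50 under 10 µM and bright autofluorescent wells are also inconclusive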
# T cell modulator vesicle-bound % – recorded beside T cell modulator, whose call it bears; double positive events, %; measured here: CD8+ vesicle-bound cell fraction;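 binding gate set so that unloaded-vesicle control wells show 10% double positive cells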
# NTR1 agonist cell count 20 µM – recorded beside NTR1 agonist, whose call it bears; cell count; measured here: cell count, cytotoxicity flag
# Myeloid diff 2 GFP+ MAC1+ % – also measured in Myeloid diff 2; calls as there; GFP+ MAC1+ double positive, %; measured here: differentiation confirmed by MAC1 staining
# * hit, by the source's call; i = inactive; ? = inconclusive; . = no result given; [ ] = another dose, or the depositor's remark. Cut-off read from the data, not from the text of the source, unless noted: active = inhibition above about 50%; inactive = the rest. A portion of the library; rates above refer to the full screens.
SMILES,KOR beta-arrestin-1,NOD1 inhibition,GPR55 beta-arrestin,HEK293 NOD2/NF-kB,NTR1 agonist,NTR1 agonist cell count 20 µM,KOR beta-arrestin-2,T cell modulator,T cell modulator vesicle-bound %,Myeloid diff 2,Myeloid diff 2 GFP+ MAC1+ %,GPR55 antagonists
Cc1nnc(N2C(=O)C(=O)/C(=C(/O)c3ccc4c(c3)OCCO4)C2c2ccc([N+](=O)[O-])cc2)s1 (stereo unspecified),-8%,2%,0.0%,21%,-0.7,74,-1.7%,i,53,i,7.7,-6%
O=C(NC1CCCCC1)c1ccc(-n2cnnn2)cc1,13%,-11%,-0.1%,6%,1.1,55,2.3%,i,26,i,0.3,8%
COC(=O)c1ccccc1NC(=O)CSc1ccccc1,-27%,-24%,0.0%,-13%,-0.9,77,-7.9%,i,43,i,0.3,-10%
CCOc1cc(C2NN=C(c3ccc(C)cc3)S2)ccc1O (stereo unspecified),17%,-36%,0.0%,-60%,.,.,-0.8%,i,49,i,0.3,6%
CCn1c(SCC(=O)NCCOC)nc2sc(C)c(C)c2c1=O,-64%,34%,-0.2%,7%,.,.,0.8%,.,.,.,.,-27%
Clc1ccc(Cn2ccc3ccccc32)cn1,-27%,-12%,-0.1%,-17%,1.0,110,3.1%,i,29,i,0.4,8%
CC(NC(=O)c1cc(-c2ccccc2)on1)c1ccccc1 (stereo unspecified),-8%,-15%,-0.1%,4%,1.8,61,9.3%,i,16,i,6.3,1%
COc1ccc(N2CCOCC2)c(NC(=O)c2cccc3ccccc23)c1,-56%[20 µM],-18%,0.5%,7%,2.2,56,2.3%,i,60,i,0.6,-3%
CCc1nnc(SCC(=O)Nc2ccc3c(c2)OCO3)n1CC,-10%,-35%,-0.1%,12%,0.6,67,2.8%,i,18,i,0.9,13%
Cc1ccc(S(=O)(=O)N[C@H](C(=O)N2CCC(C(=O)N[C@@H](CC(=O)O)C(=O)O)CC2)C(C)C)cc1,-10%[20 µM],-31%,-0.1%,-17%,2.8,102,0.0%,i,23,i,2.4,-7%
CCOC(=O)c1c(NC(=O)c2cccs2)sc2c1CCCC2,-22%,1%,-0.1%,10%,-3.4,98,1.2%,i,46,i,1.4,5%
Cc1cccc(OC(C)C(=O)Nc2ccc(S(=O)(=O)N3CCCC3)cc2)c1 (stereo unspecified),1%,-16%,-0.1%,1%,-0.8,85,0.3%,i,44,i,1.3,12%
Cc1csc(=N)n1-c1ccc(Cl)cc1,14%,-7%,-0.2%,-19%,0.7,49,2.4%,i,28,i,1.4,2%
O=C(C1CCN(S(=O)(=O)c2cccc3cccnc23)CC1)N1CCn2c1nc1ccccc12,.,2%,0.7%,-2%,4.9,56,.,i,38,i,1.5,3%
O=C(NCC1CCCCC1)c1cc(Br)ccc1Cl,2%,-2%,-0.2%,-28%,1.0,44,-4.2%,i,50,?,.,0%
COc1cc(/C=N/N(c2ccccc2)c2ccccc2)ccc1O,-35%[20 µM],-1%,-0.3%,9%,14,77,3.4%,i,61,i,1.2,10%
Cn1c(Cn2c(=O)sc3ccccc32)nnc1SCC(=O)Nc1cccc(F)c1,25%,-23%,0.8%,-13%,2.2,64,6.7%,i,66,i,1.4,12%
CC(NCc1ccc(S(N)(=O)=O)cc1)C(=O)N1CCc2ccccc21 (stereo unspecified),32%,-5%,-0.1%,18%,0.6,57,-2.9%,i,38,i,0.3,9%
COc1ccc(C2C(C(=O)c3ccco3)=C(O)C(=O)N2CCN2CCOCC2)c(OC)c1 (stereo unspecified),-2%,-17%,-0.1%,5%,1.2,46,1.0%,i,31,i,0.3,-5%
CCOC(=O)C(Cc1ccc(O)cc1)NC(=O)CCc1c[nH]c2ccccc12 (stereo unspecified),2%,-2%,0.0%,8%,-0.3,95,-5.6%,i,60,i,0.4,-16%
Cc1cccc(N2CCN(C(=O)CCS(=O)(=O)c3ccc4c(c3)NC(=O)CO4)CC2)c1C,-16%,6%,0.2%,25%,3.0,68,-1.4%,i,31,i,5.6,8%
CCOc1cc(/C=N/NC(N)=O)ccc1OC(=O)c1ccc(C)cc1,-17%,-12%,0.5%,4%,5.5,84,-1.2%,i,59,.,.,0%
Cc1ccc(NC(=O)c2cc(-c3cccs3)on2)cc1,-13%,-98%,-0.1%,-70%,0.1,77,-6.8%,i,10,i,0.6,9%
COC(=O)c1cc2c(ccn2-c2ccc(F)cc2)n1Cc1ccc(OC(C)=O)cc1,-36%,21%,-0.3%,-44%,6.1,79,-0.9%,i,38,i,0.5,18%
CCCC(=O)N/C(N)=N/c1nc(C)c2cc(C)ccc2n1,8%,0%,-0.6%,22%,2.2,41,0.4%,i,58,i,0.2,6%
O=C(Nc1nc(-c2ccc(S(=O)(=O)N3CCCC3)cc2)cs1)c1ccco1,21%,22%,-0.1%,18%,-0.6,93,-2.8%,i,16,i,0.0,7%
COc1ccc(N(CC(=O)NC2CCCCC2)C(=O)CCC(=O)Nc2nc(C)cs2)cc1OC,-6%,-40%,0.1%,-21%,0.4,44,-2.1%,i,31,i,0.6,7%
COc1ccc(/C=N/NC(=O)c2ccccc2)cc1CN1CCN(c2ccc(F)cc2)CC1,-12%,-3%,-0.1%,-2%,-0.1,55,2.8%,i,60,i,0.3,7%
CC(C)CCNC(=O)c1cnn2c(C(F)(F)F)cc(-c3ccco3)nc12,38%,9%,-0.1%,2%,4.2,56,-3.8%,i,24,i,1.8,-2%
O=C(NC1CCCCC1)NC1CCN(C(=S)NCc2ccco2)CC1,11%,-26%,0.0%,11%,0.2,43,-2.5%,i,4,i,10,23%
O=C(Cc1coc2ccc3ccccc3c12)Nc1nnc(C2CC2)s1,-28%,4%,-0.3%,-24%,-0.1,78,0.7%,i,40,i,1.5,28%
CC(C)(C)c1ccc(C(=O)N/C(=C\c2ccco2)C(=O)O)cc1,-7%[20 µM],-25%,-0.1%,5%,-0.5,48,-11%,i,52,i,0.3,2%
Cn1c(=O)oc2cc(S(=O)(=O)NCCC(=O)N3CCc4ccccc4C3)ccc21,-60%,-14%,0.3%,-1%,2.2,77,-0.5%,i,18,i,4.4,0%
Cn1c(SCC(=O)NCC2CCCO2)nnc1-c1ccc(S(=O)(=O)N2CCCC2)cc1 (stereo unspecified),-3%,-6%,1.0%,-1%,0.5,64,0.1%,i,68,i,0.9,12%
COc1ccc(Nc2nc(C)cc(C)c2C#N)cc1,-34%,-6%,-0.2%,-10%,0.3,65,-2.0%,i,34,i,1.9,6%
Cc1cc(C)c(C)c(S(=O)(=O)NCC(=O)Nc2ccccc2F)c1C,-2%,6%,0.3%,5%,0.8,52,-2.9%,.,.,i,0.6,5%
Cc1ccc(NC(=O)COC(=O)c2ccc3c(c2)OCO3)cc1S(=O)(=O)N1CCCCC1,-2%,-22%,-0.2%,7%,-1.4,55,1.8%,i,25,i,1.1,1%
Cc1cc2c(cc1C)C(c1ccsc1)CC(=O)N2 (stereo unspecified),12%,-21%,0.0%,-3%,1.8,47,-2.5%,i,24,i,0.0,10%
CC(C)COC(=O)Nc1nnc(SCc2ccccc2F)s1,-35%,1%,0.2%,-14%,1.9,77,-0.3%,i,30,i,0.8,-4%
OC(C#CCN1CCCC1)(c1ccccc1)c1cccnc1 (stereo unspecified),-19%,-12%,0.0%,-1%,-0.6,43,1.5%,i,13,i,0.3,2%
CCC(=O)NCc1csc(-c2cccs2)n1,-17%,-10%,0.2%,-12%,-0.6,36,6.5%,i,21,i,0.7,6%
COc1cc2cc(CN(Cc3cccnc3)C(=O)NCc3ccccc3)c(=O)[nH]c2cc1OC,-28%,6%,-0.2%,-19%,0.1,38,-1.5%,i,35,i,1.1,-8%
CCCCN1C(=O)N(C)C2NC(=S)NC21 (stereo unspecified),6%,-4%,0.4%,8%,0.5,65,1.4%,i,37,i,0.9,3%
O=C(N/N=C/c1cc(Cl)ccc1O)c1ccncc1,-12%,-1%,-0.2%,1%,0.7,69,3.6%,i,42,i,0.6,5%
CCn1c(SCC(=O)Nc2ccccc2OC)nnc1-c1cnccn1,19%,12%,0.3%,14%,-1.2,87,0.7%,i,22,i,1.3,7%
CCCCC(=O)Nc1cccc(-c2nc3ncccc3o2)c1,13%,-26%,-0.2%,12%,1.5,80,22%,i,56,i,0.5,8%
COc1cc(C)c(C(C)C)cc1S(=O)(=O)NCCCn1ccnc1,2%,-4%,-0.1%,2%,0.2,57,-3.6%,i,51,i,0.2,8%
COc1ccc(N2CCN(CC(O)c3c[nH]c4ccc(OC)cc34)CC2C)cc1 (stereo unspecified),-30%,22%,-0.1%,14%,0.7,62,11%,i,54,i,1.3,1%

# An excerpt of these results, as tab-separated lines.
structure	KOR beta-arrestin-1	NOD1 inhibition	GPR55 beta-arrestin	HEK293 NOD2/NF-kB	NTR1 agonist	NTR1 agonist cell count 20 µM	KOR beta-arrestin-2	T cell modulator	T cell modulator vesicle-bound %	Myeloid diff 2	Myeloid diff 2 GFP+ MAC1+ %	GPR55 antagonists
O=C(N/N=C/c1cc(Cl)ccc1O)c1ccncc1	-12%	-1%	-0.2%	1%	0.7	69	3.6%	i	42	i	0.6	5%
CCn1c(SCC(=O)Nc2ccccc2OC)nnc1-c1cnccn1	19%	12%	0.3%	14%	-1.2	87	0.7%	i	22	i	1.3	7%
CCCCC(=O)Nc1cccc(-c2nc3ncccc3o2)c1	13%	-26%	-0.2%	12%	1.5	80	22%	i	56	i	0.5	8%
COc1cc(C)c(C(C)C)cc1S(=O)(=O)NCCCn1ccnc1	2%	-4%	-0.1%	2%	0.2	57	-3.6%	i	51	i	0.2	8%
COc1ccc(N2CCN(CC(O)c3c[nH]c4ccc(OC)cc34)CC2C)cc1 (stereo unspecified)	-30%	22%	-0.1%	14%	0.7	62	11%	i	54	i	1.3	1%
